EBV LMP1 NFkB = Epstein-Barr LMP1 NF-kappaB reporter inhibition. LMP1-induced NF-kappaB luciferase reporter cells, luminescence. inhibition, % at 12.5 µM. 350,000 compounds, 0.69% hits. AID 504558; in the data active means inhibition above about 41%; inconclusive means no clear call, values can overlap the other calls;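 further: 0% = neutral control wells and 100% = reference inhibitor control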
SRC3 inh = human NCOA3 inhibition; HEK293 GAL4-SRC3 luciferase reporter, luminescence; AID 588352; inhibition, % at 3.6 µM; 360,000 compounds, 0.17% hits;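 active means inhibition above a per-campaign cutoff, the mean of all compounds plus 3 SD, cut at about 60% in these data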;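 further: 0% = DMSO-treated cells and 100% = gossypol-treated cells at 36 µM; higher means less SRC3-driven luciferase light from the GAL4 reporter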
TLR9-MyD88 inh = TLR9-MyD88 interaction inhibition | Q9NR96+Q99836 | CHO BLA complementation TLR9-MyD88, CCF4 FRET ratio | inhibition, % at 4.98 µM | 340,000 compounds, 0.21% hits | AID 504734;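 active means inhibition above the mean over all tested compounds plus 3 SD, cut at about 21% in these data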;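 further: 0% = DMSO only wells and 100% = clavulanate BLA inhibitor control wells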
COUP-TFII inh = NR2F2 (human) inhibition, primary screen; P24468; HEK293T NGFI-A luciferase reporter, luminescence; inhibition, % at 8.6 µM; 370,000 compounds, 0.7% hits; AID 686940;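 active means inhibition above a per-plate cutoff, mean inhibition of test wells between control levels plus 3 SD, cut at about 38% in these data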;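 further: cells cotransfected with COUP-TFII expression vector driving the NGFI-A reporter; 0% = median of COUP-TF2 test wells and 100% = reporter-only cells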
LRH-1 inv ag = suppresses constitutive activity of human LRH-1; O00482; HEK293T StAR-luciferase reporter, LRH-1 transfected, 24 h; inhibition, % at 3.6 µM; 360,000 compounds, 0.13% hits;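 active means inhibition above the mean inhibition of all tested compounds plus 3 SD, cut at about 73% in these data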;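 further: 0% = DMSO wells and 100% = reporter-only cells lacking LRH-1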
Target sequence (O00482 whole entry, looked up): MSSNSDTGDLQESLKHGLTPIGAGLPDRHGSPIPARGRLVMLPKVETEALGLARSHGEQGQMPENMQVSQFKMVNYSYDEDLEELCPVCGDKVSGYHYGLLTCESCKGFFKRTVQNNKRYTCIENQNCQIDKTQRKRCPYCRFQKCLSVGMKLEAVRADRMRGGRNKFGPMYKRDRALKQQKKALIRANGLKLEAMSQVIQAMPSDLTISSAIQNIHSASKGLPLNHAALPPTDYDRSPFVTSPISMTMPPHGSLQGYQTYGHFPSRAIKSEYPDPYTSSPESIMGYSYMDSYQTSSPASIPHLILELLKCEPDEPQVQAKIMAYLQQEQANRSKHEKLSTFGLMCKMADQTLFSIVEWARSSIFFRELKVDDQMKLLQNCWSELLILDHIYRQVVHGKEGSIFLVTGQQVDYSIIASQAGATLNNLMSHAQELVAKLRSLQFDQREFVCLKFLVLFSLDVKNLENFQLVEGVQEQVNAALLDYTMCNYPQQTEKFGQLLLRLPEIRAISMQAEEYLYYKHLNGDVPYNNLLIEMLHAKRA
NOD2-RIPK2 inh = blocks binding of human NOD2 to RIPK2. O43353. CHO BLA complementation NOD2-RIPK2, CCF4 ratio. inhibition, % at 4.98 µM. 360,000 compounds, 0.38% hits; in the data active means inhibition above about 21%;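 further: 0% = vehicle only and 100% = reference blocker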
NCOA1 inh = inhibits human SRC1 coactivator; Q15788; HEK293 GAL4-SRC1 luciferase reporter, luminescence; inhibition, % at 3.6 µM; 360,000 compounds, 0.12% hits;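 active means inhibition above the campaign mean plus 3 SD, with each screening campaign given its own cutoff, cut at about 60% in these data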;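 further: 0% = DMSO treated cells and 100% = gossypol at 36 µM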
MC4R ag barr = human MC4R agonism via beta-arrestin | U2OS MC4R beta-arrestin complementation, luminescence; percent of melanotan II response, DMSO zero | 360,000 compounds, 0.98% hits | activation, % at 8.9 µM;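 active means activation above a per-plate cutoff, the mean activation of sample wells on that plate plus 3 SD, cut at about 8% in these data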
Target sequence (P32245 whole entry, looked up): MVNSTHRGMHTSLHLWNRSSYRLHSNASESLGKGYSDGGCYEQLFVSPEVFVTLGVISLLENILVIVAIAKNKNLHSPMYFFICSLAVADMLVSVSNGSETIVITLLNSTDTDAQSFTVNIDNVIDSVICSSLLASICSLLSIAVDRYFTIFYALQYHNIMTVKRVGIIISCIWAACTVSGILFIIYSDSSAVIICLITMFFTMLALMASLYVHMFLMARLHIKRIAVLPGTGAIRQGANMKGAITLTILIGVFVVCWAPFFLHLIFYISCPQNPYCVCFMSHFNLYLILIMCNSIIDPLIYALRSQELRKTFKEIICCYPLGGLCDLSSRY
ABHD5-PLIN5 inh = ABHD5-PLIN5 protein interaction inhibition; Split G. princeps luciferase complementation, luminescence, 4 h; inhibition, % at 4 µM; 360,000 compounds, 0.78% hits; AID 602281;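 active means inhibition above the mean inhibition across every tested compound plus 3 SD, cut at about 22% in these data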;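 further: 0% = DMSO only wells and the 100% control is not disclosed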
MC4R antag cAMP = blocks human MC4R cAMP signaling; P32245; MC4R-expressing cells, MTII-stimulated cAMP, LANCE TR-FRET; inhibition, % at 6.5 µM; 360,000 compounds, 0.48% hits; AID 540295;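 active means inhibition above its plate's cutoff, the mean of tested wells on that plate plus 3 SD, cut at about 29% in these data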;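 further: 0% = Melanotan II alone and 100% = Melanotan II plus saturating MCL0020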
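System – human MC4R-expressing U2OS cells · Also added – Melanotan II · Dosing – one concentration, 6.5 µM nominal · Timing – 30-min compound, 1-h challenge, 1-h detection, room temperature · Measured by – Eu-cAMP/anti-cAMP TR-FRET, emission 671 nm · Replicates – singlicate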
SRC2 inh = inhibits human steroid receptor coactivator 2; 370,000 compounds, 0.17% hits; inhibition, % at 9 µM; AID 651957; Q15596; HEK293 GAL4-SRC2 luciferase reporter, luminescence;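 active means inhibition above the mean inhibition of all tested compounds plus 3 SD, set per campaign, cut at about 52% in these data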;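 further: 0% = DMSO treated cells and 100% = cells given Gossypol at 36 µM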
* hit, by the source's call; ? = inconclusive; . = not tested or not shown.

COUP-TFII inh	NCOA1 inh	NOD2-RIPK2 inh	MC4R ag barr	SRC3 inh	SRC2 inh	TLR9-MyD88 inh	ABHD5-PLIN5 inh	LRH-1 inv ag	EBV LMP1 NFkB	MC4R antag cAMP	SMILES
11	10	-6	1.0	11	6	-5	-3	9	-8	4	CC(C)CNC(=O)COC(=O)c1ccccc1OCC(=O)Nc1ccc(Br)cc1
-76	-194	0	-1.0	-60	-60	-2	-1	-148	-2	21	O=C(c1ccc(F)cc1)n1ccc(-c2cnc(-c3ccccc3)s2)n1
14	4	-4	-1.6	3	17	7	-4	1	3	-1	CCOC(=O)C(NCc1ccco1)(NC(=O)c1ccccc1)C(F)(F)F (stereo not given)
8	-3	-12	0.4	9	-9	7	-12	-20	-7	1	COCCn1c(N)c(N(Cc2ccccc2)C(=O)C2=COCCO2)c(=O)[nH]c1=O
10	.	-16	.	.	3	.	2	2	.	.	COC(=O)[C@]12CCCCC=C1N(CCC1=CCCCC1)C(=O)[C@H](CC(=O)NCc1cccc3ccccc13)C2
-7	-13	-4	-1.7	-6	8	-6	-1	3	2	18	O=C(Nc1ccccc1C(=O)NC(Cc1ccccc1)C(=O)NC1CCCCC1)c1ccccc1 (stereo not given)
3	9	2	-0.1	13	-13	-16	3	-2	-5	14	CN(C)C(=O)CCN1CCOCC1
0	-22	-7	0.0	9	-12	-5	-1	4	-7	7	O=C1NCCN1C(=O)c1ccccc1F
7	10	-9	-0.3	-4	-2	-7	6	-2	5	11	CCn1nc(NC(=O)c2ccncc2)c2cc3cccc(C)c3nc21
10	0	-2	0.0	-19	-14	0	-2	-26	-16	13	COc1cc2c(cc1NC(=S)Nc1cccc(C)c1)oc1ccccc12
8	-24	7	-0.3	0	1	-3	0	0	5	8	O=C(CN(C(=O)c1csnn1)c1ccccc1Cl)NC1CCCC1
-9	13	-19	-0.5	-6	14	8	-8	-1	-1	-2	COc1ccc(C(=O)N2CCN=C2SCc2cccnc2)cc1OC
-17	-15	14	-0.1	5	-18	2	-2	-4	-1	0	COc1ccc(CCNC(=O)c2cnc3n(c2=O)CCS3)cc1OC
-4	-12	-4	-1.9	14	-10	-12	1	18	-9	10	CCOC(=O)CCC(NC(=O)CCCCC(=O)NC(CCC(=O)OCC)C(=O)OCC)C(=O)OCC (stereo not given)
7	10	-10	-1.3	13	-46	3	6	8	-2	-3	Cn1cc(/C=C2/SC(=O)N(CC(=O)Nc3ccc4c(c3)OCO4)C2=O)c2ccccc21
4	0	-2	-1.8	-8	-35	-5	1	-4	1	3	CCN1CCCC1CNC(=O)c1cc2c(OC)cccc2[nH]1 (stereo not given)
-8	1	-7	-0.9	-7	-18	-11	5	3	4	9	CC(=O)c1cccc(NC(=O)c2cccc(N3C(=O)c4ccccc4C3=O)c2)c1
-4	19	-9	1.5	15	-2	4	8	-49	0	-21	O=c1c(O)c(-c2ccc(O)cc2)oc2cc(O)cc(O)c12
8	6	0	-0.4	5	-13	1	3	20	3	0	COc1ccccc1OCc1nn[nH]n1
-2	-27	0	-0.7	19	-3	11	9	2	8	-4	Cc1n[nH]c(C)c1-c1nc2ccccc2[nH]1
-35	-15	-10	-1.8	14	-3	7	-4	6	1	13	NS(=O)(=O)c1ccc(CNC(=O)/C=C/c2cccc([N+](=O)[O-])c2)cc1
-28	-75	-6	0.3	-65	-12	-1	5	-128	5	13	CCOc1ccc(OCc2ccc(C(=O)O)o2)cc1
-12	3	7	-0.6	25	-2	-13	7	14	3	5	CCN(CC(=O)Nc1ccc(OC)cc1)C(=O)COc1cccc2c1OC(C)(C)C2
7	-4	3	-2.0	-13	-13	-12	-1	5	6	13	CN(CC(O)COCc1ccccc1F)C1CCCCC1 (stereo not given)
-14	-34	-1	-2.4	-52	-19	1	2	-83	2	-4	O=Cc1c(N2CCN(c3ccccc3)CC2)nc2ccccn2c1=O

Next part, starting with the last 2 of the part before.
COUP-TFII inh	NCOA1 inh	NOD2-RIPK2 inh	MC4R ag barr	SRC3 inh	SRC2 inh	TLR9-MyD88 inh	ABHD5-PLIN5 inh	LRH-1 inv ag	EBV LMP1 NFkB	MC4R antag cAMP	SMILES
7	-4	3	-2.0	-13	-13	-12	-1	5	6	13	CN(CC(O)COCc1ccccc1F)C1CCCCC1 (stereo not given)
-14	-34	-1	-2.4	-52	-19	1	2	-83	2	-4	O=Cc1c(N2CCN(c3ccccc3)CC2)nc2ccccn2c1=O
-29	-88	-1	4.6	-89	-39	0	19	-168	-78	18	Cc1ccc2nc(-c3ccc(NC(=S)NC4CC(C)(C)NC(C)(C)C4)cc3)sc2c1
-2	-41	-15	0.5	12	-20	-1	0	-24	1	2	COc1ccccc1CCNC(=O)c1cc(-c2ccccn2)nc2ccccc12
9	-1	-4	0.1	-6	8	-4	-7	7	5	-3	CCOc1ccc2nc(C(C)O)[nH]c2c1 (stereo not given)
-23	-12	-9	0.7	0	-20	8	4	-3	-4	4	Cn1c(COc2ccccc2)nnc1SCC(=O)Nc1ccc(N2CCOCC2)cc1
-12	3	-5	-0.4	-5	0	7	6	-4	27	10	Cc1cccc(OCC(=O)Nc2ccc3c(c2)nc(CCN2CCCCC2)n3C)c1
-22	-33	4	-2.5	-36	-29	1	-4	-21	-12	1	COc1ccc(C(=O)Nc2ccc3nc(C)sc3c2)cc1OC
-10	-14	-3	-1.1	-19	13	-5	2	21	0	1	COc1cccc(Cn2cc(-c3cccc(C(F)(F)F)c3)nn2)c1
-49	-26	4	-0.8	-68	-50	-11	7	-18	-19	11	O=C(Nc1ccc(F)cc1F)c1cc2ccccc2oc1=O
7	3	-13	0.9	2	8	1	12	4	-11	6	COC(=O)c1ccc2nc(NC(=O)CCS(=O)(=O)c3ccccc3)sc2c1
5	-11	-6	-1.1	6	5	-4	-2	0	6	5	COc1ccc(S(=O)(=O)Nc2nc3ccccc3nc2NCc2ccc3c(c2)OCO3)cc1
4	9	-15	-1.6	7	-31	-3	-1	-1	-6	13	COc1ccc(C2C3=C(CC(C)(C)CC3=O)Nc3c2c(=O)[nH]c2nc(C)nn32)cc1 (stereo not given)
-12	-51	-2	0.7	-11	-3	-7	-2	-4	6	0	CCOc1c2ccc(C(=O)NCc3ccc(OC)cc3)cc2nn1CCOC
-3	7	3	-0.9	-1	-2	1	-1	-3	9	6	NS(=O)(=O)c1ccc(CCNC(=O)CN2CCN(Cc3cccc4ccccc34)CC2)cc1
-13	-65	0	-1.4	-66	-39	-5	-2	-149	-15	3	Cc1occc1C(=O)NNC(=S)Nc1ccccc1
5	26	-5	0.6	28	7	1	-7	-8	23	6	COc1ccc(CNC(=O)c2ccc(N3CCC4(CC3)CC(c3ccc(Cl)cc3)=NO4)c([N+](=O)[O-])c2)cc1
-7	9	1	-1.3	5	-5	-6	4	-13	3	3	COc1cc(NC(=O)c2cc(C)nc3ccccc23)cc(OC)c1OC
-12	3	4	-1.5	-2	-13	-8	-9	-9	-8	2	CCOc1ccc(C2NC(=O)CCC2[N+](=O)[O-])cc1 (stereo not given)
-8	-17	-12	-1.6	7	-11	-3	2	-8	-3	-6	COc1ccc(C2C(C(=O)N3CCOCC3)CCC(=O)N2c2cc(OC)c(OC)c(OC)c2)cc1 (stereo not given)
-9	11	-8	0.0	10	4	.	2	14	-7	-7	Cc1ccc(NCc2nnc(SCC(=O)O)n2Cc2ccccc2)cc1Cl
7	.	-4	.	.	13	.	5	-22	.	.	COC(=O)[C@]12CCCCC=C1N(CCC1=CCCCC1)C(=O)[C@H](CC(=O)NCc1ccc(OC)c(OC)c1)C2
2	-20	-8	-0.9	31	38	-4	3	65	3	-14	O=C(CCl)Nc1cc2[nH]c(=O)[nH]c2cc1Br
7	-31	-4	-2.1	12	10	6	8	16	4	0	Cc1ccc(NC(=O)CSc2nc3ccccc3c(=O)n2CCCC(=O)NCCCN2CCOCC2)cc1C
81*	70*	17	17*	79*	27	-12	23*	96*	?	-10	CCCCCCCCCCn1c2c(c(=N)c3c1CCC3)CCC2
0	-10	2	-1.6	12	-6	-4	3	-1	-4	3	CCC(CCC(=O)Nc1ccn(-c2ccccc2)n1)C(=O)O (stereo not given)
.	-9	5	-1.6	-8	.	9	1	-1	-4	3	CC[C@@]1(c2ccccc2OC)C(=O)N(C(=O)OC)N1C(=O)OC
13	7	-5	-1.7	-4	-5	0	2	11	3	-7	CSCCNC(=O)c1ccc(OC2CCN(CCc3ccccc3)CC2)cc1
-30	-12	11	-2.8	0	-17	-11	35*	17	4	2	O=C(O)c1cc([N+](=O)[O-])c(Sc2nc3ccccc3[nH]2)c([N+](=O)[O-])c1
-21	-2	9	-1.3	-21	7	13	-12	12	-10	5	CCOC(=O)c1c(O)cc(C)cc1Nc1ccccc1
-4	8	-10	2.4	5	-18	-4	4	7	0	2	O=C(O)CC1CCS(=O)(=O)C1 (stereo not given)
9	2	-5	2.5	9	-22	-4	-6	9	0	-1	COc1ccc(OC)c(Nc2nc3ccccc3n3cnnc23)c1
.	-20	-5	-2.6	14	.	11	-6	16	-5	9	CN1CCc2c(sc(NC(=O)c3ccc(S(=O)(=O)N4CCCCCC4)cc3)c2C(N)=O)C1
-3	-9	1	-0.6	4	-7	8	4	10	-4	-1	COC(=O)CSc1nc(NC(C)(C)C)nc(N(C)C)n1
11	-6	5	8.0	-8	13	-13	2	-31	-6	14	CC1=C(C(=O)OC2CCCC2)C(c2ccc(C)o2)C2=C(CC(c3cccs3)CC2=O)N1 (stereo not given)
17	-5	3	0.8	-1	7	-4	6	20	-1	0	O=C(CCN1C(=O)c2cccc3cccc(c23)C1=O)N1CCN(Cc2ccc3c(c2)OCO3)CC1
6	-14	-1	1.0	-3	28	1	-7	-19	1	-1	Cc1ccc(C(=O)c2c3ccc(C(F)(F)F)cc3[n+]([O-])n2CCC(N)=O)cc1
-3	-16	0	-2.4	13	-52	5	1	9	6	-1	Cc1c(O)ccc2c(=O)c(Oc3ccccc3)coc12
7	-12	-5	-1.4	6	-29	-10	-5	-2	-9	-4	CCN(CC)C(=O)C1=C(C)Nc2nnnn2C1c1cccnc1 (stereo not given)
8	7	-1	1.0	9	0	2	8	-20	14	-5	O=C(Nc1ccc2c(c1)oc1ccc(S(=O)(=O)N3CCCC3)cc12)C1CC1
4	-2	-7	-0.2	8	-13	4	-1	0	10	11	O=c1cc(-c2ccccc2)nc(SCc2ccc(Cl)cc2)[nH]1
-44	-2	10	0.0	6	-7	-6	3	34	0	-26	CCOC(=O)CSC1=C(C#N)C(c2ccc(C)o2)CC(=O)N1 (stereo not given)
10	3	-13	-0.8	-1	-28	2	4	-15	-4	18	CSc1ncc(S(=O)(=O)c2ccccc2)c(=O)[nH]1

An excerpt; the hit share may differ from the screen's.
